# Screening results from PubChem BioAssay.
# CHRM5 PAM: positive allosteric modulators of human muscarinic M5 receptor | activation, % at 3 µM | 360,000 compounds, 0.3% hits | CHO-K1 hM5, Fluo-8 calcium, ACh EC20 PAM; 0% = ACh EC20, 100% = ACh EC100 | P08912 | AID 624038;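 active means activation above the run cutoff, the mean activation of all test compounds plus 3 SD, cut at about 18% in these data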
# Target sequence (P08912 whole entry, looked up): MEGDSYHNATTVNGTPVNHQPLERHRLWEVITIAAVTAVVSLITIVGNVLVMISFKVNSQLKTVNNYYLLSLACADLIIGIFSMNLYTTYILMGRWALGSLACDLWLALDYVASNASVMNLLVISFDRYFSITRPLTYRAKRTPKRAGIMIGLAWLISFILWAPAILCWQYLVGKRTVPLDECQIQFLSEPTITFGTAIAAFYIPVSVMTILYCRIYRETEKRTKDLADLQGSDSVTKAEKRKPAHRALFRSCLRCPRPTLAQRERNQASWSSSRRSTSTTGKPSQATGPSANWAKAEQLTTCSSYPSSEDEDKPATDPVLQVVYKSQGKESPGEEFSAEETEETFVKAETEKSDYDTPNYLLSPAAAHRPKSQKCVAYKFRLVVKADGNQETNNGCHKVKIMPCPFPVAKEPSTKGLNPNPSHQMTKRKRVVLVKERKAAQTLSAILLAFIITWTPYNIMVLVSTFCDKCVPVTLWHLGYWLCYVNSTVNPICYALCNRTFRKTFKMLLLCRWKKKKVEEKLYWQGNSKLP
#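 Test system: CHO-K1 hM5 cells / Doses: single-point, 3 µM nominal / Times: Post-acetylcholine fluorescence recording 140 s / Technique: Fluo-8 calcium fluorescence / Measure: Max/basal fluorescence ratio as % of EC20–EC100 ACh window / Benchmarks: low control EC20 acetylcholine (0%), high control EC100 acetylcholine (100%) / Replicates: one well per compound, no replicates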
# IDE inh: inhibitors of human insulin-degrading enzyme in cells | P14735 | HEK cells, FAbetaB cleavage, fluorescence polarization | inhibition, % at 5.59 µM | 320,000 compounds, 0.41% hits | AID 434962;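 active means percent inhibition above the average of all tested compounds plus 3 SD, set per screening campaign, cut at about 16% in these data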;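 further: IDE supplied by intact live HEK cells; FP after avidin binding of uncleaved biotin substrate so inhibition keeps polarization high; 0% = DMSO wells and 100% = 60 µM reference IDE inhibitor Ii1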
# CHRM4 antagonist: blocks acetylcholine activation of human M4 receptor | 360,000 compounds, 0.73% hits | inhibition, % at 3 µM | P08173 | CHO-hM4 cells, ACh EC80, Fluo-8 calcium fluorescence;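 active means inhibition above its plate's cutoff, the mean inhibition of sample wells plus 3 SD, cut at about 27% in these data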;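 further: 0% = acetylcholine EC80 with DMSO and 100% = DMSO without agonist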
# Target sequence (P08173 whole entry, looked up): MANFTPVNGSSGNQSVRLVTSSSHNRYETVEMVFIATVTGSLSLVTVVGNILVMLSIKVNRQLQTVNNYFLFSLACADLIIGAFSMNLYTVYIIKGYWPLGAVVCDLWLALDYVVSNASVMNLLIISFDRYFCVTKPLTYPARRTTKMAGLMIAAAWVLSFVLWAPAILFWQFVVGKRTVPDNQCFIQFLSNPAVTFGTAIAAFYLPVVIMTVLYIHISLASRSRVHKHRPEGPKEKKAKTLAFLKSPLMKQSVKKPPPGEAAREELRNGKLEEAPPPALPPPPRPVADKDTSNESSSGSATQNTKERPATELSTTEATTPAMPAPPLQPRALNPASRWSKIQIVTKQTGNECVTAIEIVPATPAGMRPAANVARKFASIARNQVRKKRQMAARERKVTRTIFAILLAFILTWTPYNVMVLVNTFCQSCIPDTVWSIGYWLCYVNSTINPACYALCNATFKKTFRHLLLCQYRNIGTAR
# CRFR2-BP ag: CRF-BP/CRF-R2 complex agonism; HEK293 CRF-R2/CRF-BP, calcium dye fluorescence (FLIPR); percent of saturating CRF peptide response; AID 588473; 350,000 compounds, 0.46% hits; activation, % at 13.2 µM;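 active means activation of at least 50%, plus an integration ratio under a set limit after plate pattern correction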;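 further: plate controls were neutral control wells without compound for no effect and CRF at EC100 for full effect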
# CHRM4 agonist: CHRM4 agonism in calcium assay; CHO-K1 hM4/Gqi5, Fluo-8 calcium fluorescence; vehicle 0%, full acetylcholine response 100%; P08173; activation, % at 3 µM; 360,000 compounds, 0.14% hits; AID 624127;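 active means activation above the run mean over all test wells plus 3 SD, cut at about 32% in these data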;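 further: peak over basal fluorescence ratio per well then scaled between controls; 0% = DMSO wells and 100% = acetylcholine at EC100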
# M5 ag: agonists of human muscarinic M5 receptor (CHRM5); P08912; 360,000 compounds, 0.19% hits; AID 624037; CHO-K1 hM5 cells, Fluo-8 calcium fluorescence; 0% DMSO wells, 100% maximal acetylcholine response; activation, % at 3 µM;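 active means activation above the run's mean over test compounds plus 3 SD, cut at about 23% in these data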;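 further: signal is peak over basal fluorescence ratio across the kinetic read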
# CHRM4 PAM: potentiates acetylcholine response at human M4 receptor. P08173. activation, % at 3 µM. 360,000 compounds, 0.4% hits. CHO-K1 hM4/Gqi5, Fluo-8 calcium fluorescence, ACh EC20; 0% = ACh EC20, 100% = maximal ACh;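 active means activation above its plate's cutoff, the mean activation of sample wells plus 3 SD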; further: some results filed as inactive read as strong as hits
# CRFR2-BP antag: CRF-BP/CRF-R2 complex antagonism; HEK293 CRF-R2/CRF-BP, CRF-induced calcium fluorescence; inhibition, % at 11.8 µM; 350,000 compounds, 0.59% hits;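 active means inhibition of the ligand-induced calcium signal above about 50% at the single tested concentration, limit read from the data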
# M5 antag: antagonists of human muscarinic M5 receptor (CHRM5); P08912; CHO-hM5 cells, Fluo-8 calcium fluorescence, ACh EC80; inhibition, % at 3 µM; 360,000 compounds, 0.59% hits; AID 624040;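 active means inhibition above a per-plate cutoff, the mean of that plate's test compounds plus 3 SD, cut at about 27% in these data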;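 further: 0% = acetylcholine EC80 with DMSO and 100% = DMSO without agonist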
# Active calls of the source: *; / = no result given.
molecule	CHRM5 PAM	IDE inh	CHRM4 antagonist	CRFR2-BP ag	CHRM4 agonist	M5 ag	CHRM4 PAM	CRFR2-BP antag	M5 antag
CCC(C(=O)Nc1ccc(N2CCOCC2)c(S(=O)(=O)Nc2ccccc2OC)c1)c1ccccc1 (stereo unspecified)	-12	3	8	1.1	7	-1	-3	-9	18
O=C(CN(CC1CCCO1)C(=O)CCC(=O)Nc1nccs1)NCc1ccc2c(c1)OCO2 (stereo unspecified)	14	8	1	1.5	0	-2	16	-6	14
Cc1ccc(C)c(C(=O)CN2C3=NCCCN3c3ccccc32)c1	1	1	8	2.1	2	-6	-4	-11	-4
Cc1cc(C)c2c(=O)[nH][nH]c2n1	0	/	-5	-1.6	0	1	5	3	13
COc1ccc(CCNC(=O)NCCc2c[nH]c3ccccc23)cc1OC	-2	-3	4	-1.4	2	2	-2	7	3
CC(SCc1ccccc1)C(=O)NCc1ccccn1 (stereo unspecified)	3	/	8	0.2	0	0	1	6	8
CCOc1ccc(S(=O)(=O)N2CCN(Cc3ccccc3)CC2)c2cccnc12	-2	-3	3	0.3	3	5	-1	-7	-4
O=C(Nc1nc(-c2ccc(-c3ccccc3)cc2)cs1)C1=COCCO1	5	8	1	2.3	1	1	-5	2	0
CCOCCCNC(=O)CCNS(=O)(=O)c1ccc(C)cc1	-3	-9	0	-0.2	3	0	7	1	-13
COc1cc(CCC(=O)N2CCN(c3ccc([N+](=O)[O-])cc3)CC2)cc(OC)c1OC	1	8	-12	-2.0	-1	-2	14	15	-4
O=C(CN1CCN(C(=O)c2ccco2)CC1)Nc1ccc2c(c1)OCO2	1	0	11	-1.6	1	2	4	-10	-1
COc1ccccc1Cn1c(C)c(C(=O)NCc2ccc(C#N)cc2)sc1=O	-13	/	20	/	37*	28*	-18	/	11
CCOc1ccc(-c2cnc3n2CCCCC3)cc1	1	-1	-4	-1.2	2	-18	-5	-2	9
O=C(c1ccc(Br)cc1)N1CCN(c2ncccn2)CC1	-2	3	-16	-1.0	2	-1	-1	94*	2
COCCn1c(COc2cccc(OC)c2)nnc1SCC(=O)NC1CCCC1	-1	1	0	-1.2	1	-3	-4	1	14
CCOc1ccc(CNC(=O)C2Cc3cc(S(=O)(=O)N4CCCC4)ccc3N2C(C)=O)cc1 (stereo unspecified)	3	3	-13	3.6	2	-3	2	-9	-7
COCCNC(=O)c1ccc2ccccc2n1	4	-2	-4	1.7	1	2	6	3	-14
CCOc1ccc(Oc2cc(NC(=O)c3ccco3)cc([N+](=O)[O-])c2)cc1	-5	2	-3	-0.8	-1	-4	-11	25	-3
CCOc1ccccc1NC(=O)c1ccc(S(=O)(=O)N(C)c2ccccc2)cc1	-17	-2	11	4.4	3	-6	-11	10	15
COc1ccc(C(=O)N/N=c2\oc3ccccc3cc2C(=O)NCc2ccccc2)cc1	-1	-6	-10	0.7	0	-3	3	-15	-3

# Next entries.
molecule	CHRM5 PAM	IDE inh	CHRM4 antagonist	CRFR2-BP ag	CHRM4 agonist	M5 ag	CHRM4 PAM	CRFR2-BP antag	M5 antag
CN1CCN(NC(=O)c2ccc(S(=O)(=O)N3CC4(C)CC3CC(C)(C)C4)cc2)CC1 (stereo unspecified)	5	2	2	1.7	1	-8	11	-5	0
COc1ccccc1C(=O)C1CCCN(Cc2cn[nH]c2C2CCCCC2)C1 (stereo unspecified)	8	4	-3	-1.1	1	-4	4	-10	5
Nc1nc2ccc(C(=O)Nc3ccccc3)cc2s1	-6	-3	2	-0.8	4	6	13	18	-4
COc1ccccc1NC(=O)C1=C(C)NC(=O)NC1c1ccccc1F (stereo unspecified)	-5	-3	0	-1.3	1	0	-3	1	0
Oc1[nH]c2ccccc2c1C=Nc1ccc2c(c1)OCO2	-5	3	-1	-0.5	3	1	-7	-13	4
O=C1c2ccccc2C(O)(Cc2ccccc2)N1c1ccc2c(c1)OCO2 (stereo unspecified)	3	0	9	0.3	1	2	-4	-16	3
COCCCNC(=O)C[C@@H]1C[C@@]2(C(=O)OC)CC(C)(C)CC=C2N(Cc2ccccc2)C1=O	-3	/	-2	/	2	2	8	/	12
O=C(NCCCO)C12CC3CC(CC(C3)C1)C2	2	-8	-5	2.3	2	1	15	-11	7
C=CCNC(=S)NNc1nc(N2CCCC2)nc(N2CCCC2)n1	-1	1	1	-0.7	0	-6	0	2	20
O=C(NC1CCCCC1)N(CCN1CCCC1)Cc1cc2cc3c(cc2[nH]c1=O)OCCO3	-4	5	17	3.0	0	-1	-1	13	12
O=C(CSCc1ccc(Br)cc1)N=Nc1c(O)[nH]c2ccccc12	8	1	-6	-0.7	2	-3	-1	0	-6
O=S(=O)([N-]c1nc2ccccc2nc1-[n+]1ccccc1)c1ccc(Cl)cc1	2	0	-5	3.5	0	-6	10	-8	-1
CCN(CC)CCNC(=O)CSc1c2c(nc3cc(Cl)ccc13)CCCC2	-1	-1	1	-1.1	2	-9	-11	-6	4
Cc1ccc(NC(=O)CSCC(=O)NCc2ccco2)cc1	5	2	0	-0.8	0	-4	0	-8	0
NC(=S)N/N=C/c1ccc(-c2cc(Cl)c(Cl)cc2Cl)o1	-2	5	1	0.0	1	4	-6	-53	-6
Cc1ccc(N=Cc2ccc(N(C)C)cc2)cc1C	3	14	-8	-1.2	2	1	1	1	-4
Cc1onc(-c2ccccc2Cl)c1C(=O)NC1CCCCCC1	-7	-1	5	-3.8	9	-6	-10	-16	12
Cn1cnnc1SCC(=O)NC1CC1	13	1	1	-2.8	1	1	3	3	0
Cn1ncc(N=Cc2ccccc2O)c1C(=O)N1CCOCC1	-2	-4	2	-1.8	0	-1	4	15	-1
CC(=O)c1sc(NC(=O)c2ccc(C)cc2)nc1C	6	8	-5	-0.7	0	0	6	-18	-16

# The list goes on; the last 4 above are carried over.
molecule	CHRM5 PAM	IDE inh	CHRM4 antagonist	CRFR2-BP ag	CHRM4 agonist	M5 ag	CHRM4 PAM	CRFR2-BP antag	M5 antag
Cc1onc(-c2ccccc2Cl)c1C(=O)NC1CCCCCC1	-7	-1	5	-3.8	9	-6	-10	-16	12
Cn1cnnc1SCC(=O)NC1CC1	13	1	1	-2.8	1	1	3	3	0
Cn1ncc(N=Cc2ccccc2O)c1C(=O)N1CCOCC1	-2	-4	2	-1.8	0	-1	4	15	-1
CC(=O)c1sc(NC(=O)c2ccc(C)cc2)nc1C	6	8	-5	-0.7	0	0	6	-18	-16
COc1ccc(C2CC(c3ccccc3)=NN2S(=O)(=O)c2ccccc2)cc1 (stereo unspecified)	2	4	2	3.9	3	6	-34	8	-4
CNS(=O)(=O)c1cccc(C(=O)OCC(=O)Nc2ccc(-c3nc4ccc(C)cc4s3)cc2)c1	2	-3	-1	-0.1	1	1	1	-17	-11
COCCN1C(=O)C(=O)/C(=C(/O)c2ccc(OC(C)C)cc2)C1c1cccnc1 (stereo unspecified)	-3	1	8	-1.5	0	2	-3	-2	0
O=C(c1ccc2c(c1)OCCO2)C1CCN(S(=O)(=O)c2cccc(F)c2)CC1	3	-3	-4	1.7	1	-2	4	-23	-7
CCC(=O)N1CCc2cc(Br)cc(S(=O)(=O)NCCN3CCCCC3C)c21 (stereo unspecified)	-3	-2	9	-1.0	1	-3	-10	2	3
CC(C)NC(=O)C1(C)CN(S(C)(=O)=O)CC(=O)N1Cc1cccs1 (stereo unspecified)	10	/	-3	/	2	2	25*	/	-11
Cc1cccc(NC(=O)CSc2nnc(-c3n[nH]c4ccccc34)o2)c1	-6	12	0	-1.2	9	3	-5	-20	-2
O=C(O)c1ccc(CSc2nc3c(c(=O)[nH]2)CCC3)cc1	1	/	7	/	-1	1	-2	/	-4
COc1ccccc1/C=C/C(=O)NCCC1=CCCCC1	-1	-3	-6	4.6	1	0	0	-30	-7
COc1ccc([C@H]2CC(=O)C=C(c3cc4ccccc4s3)C2)cc1	1	-2	-12	1.4	0	7	5	2	-4
CN1CCN(c2ccc(S(=O)(=O)N3CCCCC3)cc2NC(=O)CSCc2ccccc2)CC1	-1	-1	9	1.2	1	-8	-11	-1	15
CC(=O)Nc1ccccc1Sc1ccccc1	4	-3	0	-0.5	0	-2	4	3	0
CCOC(=O)NCc1ccc2c(c1)OCO2	5	0	5	-2.9	1	-3	12	8	10
COc1cccc(N2C(=NC(=O)CCc3ccccc3)SC3CS(=O)(=O)CC32)c1 (stereo unspecified)	4	6	1	-1.8	1	-5	1	-4	0
O=[N+]([O-])c1cccc(-c2cn3nc(-c4ccccc4)c(-c4ccccc4)nc3n2)c1	-3	8	0	14	15	6	-6	-14	8
O=C(CCl)Nc1ccc(S(=O)(=O)NC2=NCCCCC2)cc1	8	-1	-9	-1.4	1	4	9	-15	7
Cc1nc2cc(NC(=O)C3(C)CCCN(C(C)C)C3)ccc2o1 (stereo unspecified)	4	/	-13	/	0	0	5	/	-1
COCCN(C(=O)COC(=O)c1cccs1)c1c(N)n(Cc2ccccc2)c(=O)[nH]c1=O	2	2	0	0.1	0	-3	6	-3	-7
Cc1cc(C(=O)NC(C)c2ccc3c(c2)OCO3)cs1 (stereo unspecified)	3	-3	-3	-5.5	0	-2	1	-6	0
O=C(CCN1CCN(CCO)CC1)Nc1ccc(Br)cc1	6	-3	2	0.2	1	2	0	19	3

# Following part:
molecule	CHRM5 PAM	IDE inh	CHRM4 antagonist	CRFR2-BP ag	CHRM4 agonist	M5 ag	CHRM4 PAM	CRFR2-BP antag	M5 antag
CC(=O)c1c(-c2ccccc2)c2cc([N+](=O)[O-])ccc2[nH]c1=O	-5	0	-1	-1.2	-1	-1	0	0	12
COc1ccc(S(=O)(=O)N=C2C=C(C)C(=O)C(C)=C2)cc1	-4	3	-4	1.4	3	2	8	-3	3
CC(C)(C)OC(=O)C(C)(C)Sc1nnc(N)s1	0	2	8	-0.6	1	3	-14	-2	2
Cc1ccc(NC2CCCN(C(=O)CCc3scnc3C)C2)cc1C (stereo unspecified)	8	9	4	0.5	3	-3	2	-4	-7
O=C(CNC(=O)C(c1ccccc1)c1ccccc1)OCc1ccccc1	3	2	-1	1.4	-1	-6	-7	8	2
Cc1ccc(C(=O)Nc2ccccc2)cc1S(=O)(=O)N1CCN(C)CC1	5	-3	1	0.0	1	-1	0	19	-5
Cc1ccc(C)c(NC(=O)C2CC(O)CN2C(=O)OC(C)(C)C)c1 (stereo unspecified)	-1	-2	1	0.2	0	-1	0	2	5
CCOC(=O)C1=C(O)C(=O)N(c2ccc(S(N)(=O)=O)cc2)C1c1ccccc1 (stereo unspecified)	2	8	1	-0.4	0	0	-3	-28	4
CC(=O)NC1CC2CCCC(C1)N2Cc1ccc(C)cc1 (stereo unspecified)	-8	-2	2	0.8	0	-12	-4	1	17
O=C(NCCN1CCN(c2ccccc2)CC1)Nc1ccccc1Cl	-1	-3	2	-0.4	1	-6	-2	-16	4
Cc1cc(C)c2cc(N)c(Cl)nc2n1	2	/	8	/	0	5	0	/	1
CC1(C)Cc2nc(-c3ccccc3)nc(NNC(=O)c3ccco3)c2CO1	2	-4	1	0.7	1	-2	10	-15	2
